Screening data: PubChem, National Center for Advancing Translational Sciences (NCATS)
Pol beta inh: DNA polymerase beta (human) inhibition; P06746; Pol beta primer extension/strand displacement, fluorescence kinetic; Potency, µM (highest dose often 114 µM), for the others: top-dose activity change, negative = inhibition, hits mostly inhibitors; 340,000 compounds, 1.3% hits; AID 485314; note: % is set by controls: 0 for no effect and ±100 for the full control effect
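Reaction started by 50 nM substrate onto compound-treated Pol beta (10 nM, 15 min preincubation, room temperature); plates read at 0 min and 10 min. Normalized concentration-effect data fitted by four-parameter Hill equation.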
BLM inh: Bloom syndrome helicase (human) inhibition; recombinant BLM DNA unwinding, fluorescence dequenching; Potency, µM (doses to about 56.1 µM), inactives show at the highest dose activity change, negative = inhibition, most hits filed as inhibitors; 350,000 compounds, 0.2% hits;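 note: plate controls were vehicle for no effect and no enzyme for full effect; nearly all actives have a fitted effect of over 35% in size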
BAZ2B block: blocks human BAZ2B; Q9UIF8; AlphaScreen BAZ2B-H3K14Ac peptide displacement; Potency, µM (titrated, usually from 114 µM), without a hit: at the highest dose activity change, negative = inhibition, most hits filed as inhibitors; 360,000 compounds, 4.4% hits; AID 504333; note: % is set by controls: 0 for no effect and ±100 for the full control effect; nearly all actives have a fitted effect of over 60% in size
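AlphaScreen luminescence quantifies BAZ2B engagement of H3K14Ac peptide; the protein and biotinylated peptide are both at 50 nM final, buffer PBS pH 7.4 with 0.01% Tween-20, all steps at room temperature.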
Anesthetic bind: candidate novel general anesthetic via apoferritin binding. P02791. apoferritin/1-aminoanthracene competitive binding, fluorescence. Potency, µM (series often up to 77.5 µM), inactives show top-dose activity change, negative = displacement, usual class: inhibitors. 350,000 compounds, 0.074% hits; note: % is set by controls: 0 for no effect and ±100 for the full control effect; nearly all actives have a fitted effect of over 20% in size
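Read-out: endpoint 1-AMA fluorescence, excitation 380 nm and emission 535 nm, after compounds sit 10 min at room temperature with 10 uM horse-spleen apoferritin in 50% saturated 1-AMA/PBS. Values come from four-parameter Hill fits.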
G9a block: G9a (human) methyltransferase inhibition | 350,000 compounds, 8.8% hits | Potency, µM (highest dose often 102 µM), for the others: at the highest dose activity, negative = inhibition, hits mostly inhibitors | AID 504332 | Q96KQ7 | G9a H3K9 monomethylation, AlphaScreen, 2 h; note: % is set by controls: 0 for no effect and ±100 for the full control effect; nearly all actives have a fitted effect of over 75% in size
Target sequence (Q96KQ7 913-1193 limits assumed): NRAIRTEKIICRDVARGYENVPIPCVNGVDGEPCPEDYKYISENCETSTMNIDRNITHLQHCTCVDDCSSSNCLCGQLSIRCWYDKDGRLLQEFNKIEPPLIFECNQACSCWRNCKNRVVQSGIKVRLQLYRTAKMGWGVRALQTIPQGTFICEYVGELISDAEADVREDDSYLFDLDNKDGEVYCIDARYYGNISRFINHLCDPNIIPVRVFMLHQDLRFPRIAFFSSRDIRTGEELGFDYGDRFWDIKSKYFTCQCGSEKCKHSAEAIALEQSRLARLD
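Step 1: enzyme (final 20 nM) with compound, 15 min RT. Step 2: substrate peptide 500 nM and SAM 20 uM, 2 h RT. Step 3: anti-H3K9me1 antibody and AlphaScreen beads, 10 min, then plate read.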
Pol kappa inh: DNA polymerase kappa (human) inhibition | purified Pol kappa, fluorescent DNA synthesis assay, 10 min | Potency, µM (highest dose often 107 µM), for inactives: top-dose activity, negative = inhibition, usual class: inhibitors | 400,000 compounds, 0.53% hits | AID 588579; note: % is set by controls: 0 for no effect and ±100 for the full control effect
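50 nM final substrate added after 15 min RT preincubation of 10 nM Pol kappa with compound; fluorescence read at 0 and 10 min.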
APEX1 inh: APE1 (human) endonuclease inhibition; P27695; recombinant APE1, TAMRA/BHQ-2 abasic DNA cleavage fluorescence; Potency, µM (highest dose often 65.8 µM), for inactives: top-dose activity change, negative = inhibition, hits mostly inhibitors; 350,000 compounds, 0.35% hits; AID 2517;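 note: plate controls were vehicle for no effect and reference inhibitor for full effect; nearly all actives have a fitted effect of over 55% in size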
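Quantitative HTS: incision of a TAMRA/BHQ-2 double-stranded substrate bearing a tetrahydrofuran abasic site by 0.75 nM APE1 raises fluorescence. Substrate 50 nM final, added after 15 min compound preincubation at room temperature; progress as third-minus-first kinetic read difference.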
POLH inh: blocks human DNA polymerase eta activity; Potency, µM (top dose mostly 114 µM), without a hit: at the top dose activity change, negative = inhibition, hits mostly inhibitors; recombinant Pol eta, fluorescent DNA replication assay; 390,000 compounds, 1.2% hits; Q9Y253; note: % is set by controls: 0 for no effect and ±100 for the full control effect
Target sequence (Q9Y253 whole entry, looked up): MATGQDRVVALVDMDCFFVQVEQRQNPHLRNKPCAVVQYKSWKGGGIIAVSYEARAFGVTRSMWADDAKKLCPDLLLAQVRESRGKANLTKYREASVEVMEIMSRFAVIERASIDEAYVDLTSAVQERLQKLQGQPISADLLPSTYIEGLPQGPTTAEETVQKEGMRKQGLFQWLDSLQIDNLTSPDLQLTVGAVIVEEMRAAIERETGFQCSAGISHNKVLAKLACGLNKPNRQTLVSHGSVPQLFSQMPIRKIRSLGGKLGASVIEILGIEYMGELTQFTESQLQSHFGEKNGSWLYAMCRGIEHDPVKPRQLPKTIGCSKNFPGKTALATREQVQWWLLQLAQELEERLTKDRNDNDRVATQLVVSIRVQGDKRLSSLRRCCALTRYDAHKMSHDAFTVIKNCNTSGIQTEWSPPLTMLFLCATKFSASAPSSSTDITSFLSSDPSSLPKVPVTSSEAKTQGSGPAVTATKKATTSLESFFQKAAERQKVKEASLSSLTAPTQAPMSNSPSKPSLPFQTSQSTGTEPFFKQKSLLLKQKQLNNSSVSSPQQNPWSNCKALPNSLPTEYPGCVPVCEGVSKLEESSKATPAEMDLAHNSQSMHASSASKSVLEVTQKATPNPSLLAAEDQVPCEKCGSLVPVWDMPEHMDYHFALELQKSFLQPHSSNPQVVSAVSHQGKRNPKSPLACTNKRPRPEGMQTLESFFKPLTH
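Fluorescent replication assay: 50 nM final substrate added after a 15 min room-temperature compound preincubation with 10 nM enzyme. Signal taken at 0 min and again at 10 min.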
Pol iota inh: DNA polymerase iota (human) inhibition; Pol iota fluorescent replication assay, 10 min; Potency, µM (series often up to 115 µM), inactives show at the highest dose activity, negative = inhibition, hits mostly inhibitors; 390,000 compounds, 1% hits
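Pol iota at 10 nM preincubated 15 min with compounds at room temperature; reaction started with fluorescent substrate, 50 nM final. Fluorescence read kinetically at 0 and 10 min; buffer-only wells as negative control.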
Active calls of the source: *; ? = inconclusive; / = no result given; & = joins results of further samples; [ ] = remark or other dose. Calls come from the whole dose curve; as a rule, active = well fitted curve in the direction sought with a large enough effect; inconclusive = small, poorly fitted or top-dose-only effect, or another doubt; inactive = no such curve, though single readings can be large; an effect the other way counts as inactive or inconclusive. Potency is the fitted concentration of half-maximal effect. An excerpt (hit frequency here may not be typical).

Order of results – Pol beta inh	Pol kappa inh	APEX1 inh	BAZ2B block	Anesthetic bind	Pol iota inh	G9a block	POLH inh	BLM inh
1. COC(=O)C(=CC(=CN(C)C)C=C(C(=O)OC)C(=O)OC)C(=O)OC
    12%	-13%	-1%	-14%	-11%	143%[activator]	?	5%	-1%
2. Cc1ccc(S(=O)(=O)N2CCSC2c2ccco2)cc1 (configuration not stated)
    -1%	-6%	-5%	5%	?	?	?	?	-5%
3. Cc1ccc(C2C(C(=O)c3cccs3)=C(O)C(=O)N2c2cccc(C)n2)cc1 (configuration not stated)
    10%	-5%	17%	-28%	-13%	31%[activator]	10%[12.7 µM]	-10%	-1%
4. CCn1c(SCC(=O)c2c[nH]c3ccccc23)nc2cc(S(=O)(=O)N3CCOCC3)ccc21
    4%	-2%	-10%	2%	-11%	14%	-24%[59 µM]	-9%	-8%
5. COc1cc(OC)c(NC(=O)c2cnn(-c3cccc(Cl)c3C)c2C2CCN(C(=O)OC(C)(C)C)CC2)cc1Cl
    34%	-5%	/	-1%[57.1 µM]	-11%	?	-5%[59 µM]	-15%	-5%
6. COc1ccccc1C1C=C(c2ccc(C)cc2)Nc2nnnn21 (configuration not stated)
    33%	-5%	-4%	10%	152%[activator]	0%	?	7%	-5%
7. c1ccc(-n2ncc3c(NCCN4CCOCC4)ncnc32)cc1
    -1%	-13%	7%	-1%	-7%	8%	10%	-2%	-8%
8. COc1ccc(NC(=O)CCc2nnc3ccc(N4CCC(C)CC4)nn23)cc1OC
    -2%	6%	29%	-16%	-17%	10%	-7%	-7%	0%
9. CN(C)S(=O)(=O)c1ccc(C(=O)Nc2ccccc2SCCC#N)cc1
    1%	0%	-2%	/	-18%	-19%	5µM*	-9%	-1%
10. COC(=O)c1ccc(C(=O)OC)c(NC(=O)N2c3ccccc3Sc3ccccc32)c1
    -23%	-3%	-1%	10%	6%	37%[activator]	8%[59 µM]	-8%	-1%
11. Oc1ccccc1C(=S)N1CCN(C(=S)c2ccccc2O)CC1
    2%	-17%	53%[activator]	6%	-1%	-22%	3.5µM*	-3%	-5%
12. C[C@H](NC(=O)CNC(=O)[C@@H](NC(=O)[C@H](Cc1ccccc1)NC(=O)CNC(=O)CNC[C@@H](N)Cc1ccccc1)[C@@H](C)O)C(=O)N[C@@H](CCCN=C(N)N)C(=O)N[C@@H](CCCCN)C(=O)N[C@@H](CO)C(=O)N[C@@H](C)C(=O)N[C@@H](CCCN=C(N)N)C(=O)N[C@@H](CCCCN)C(N)=O
    /	?	4%	/	-14%	/	/	/	19%
13. O=C(c1c[nH]c2ccccc2c1=O)N1CCCCCC1
    0%	-16%	-5%	-19%	-4%	22%	6%[59 µM]	-13%	2%
14. Cc1cccc(C)c1NC(=O)CN(C)C(=O)Cc1cccc(C(F)(F)F)c1
    33%	4%	-3%	1%	-13%	86%[activator]	-2%	-24%	-2%
15. CCN1CCN(c2ncnc3sc(C(=O)Nc4ccccc4F)c(C)c23)CC1
    19%	-14%	-5%	10%	-13%	26%	-23%[59 µM]	-20%	-10%
16. CCOC(=O)CN1NC2(CCC(C(C)(C)C)CC2)NC1=S (configuration not stated)
    5%	-9%	-8%	?	-5%	-8%	14%[12.7 µM]	3%	1%
17. Cc1cccc(OCCCn2c(=O)oc3ccc(C)cc32)c1
    1%	-25%	0%	132%[activator]	7%	134%[activator]	/	-16%	-7%
18. O/N=C1\CC/C(=N\O)c2nn(-c3ccc(Cl)cc3Cl)nc21
    30%	-11%	17%	0%	-8%	-24%	0%[59 µM]	-12%	-6%
19. CC(C)NC(=O)Cn1c(=O)nc(-c2ccccc2)c2ccccc21
    10%	-16%[60.1 µM]	/	0%	57%[activator]	26%	1%[59 µM]	-23%	-1%
20. COC(=O)c1ccccc1NC(=O)COC(C)=O
    -12%	-17%	-6%	12%	-14%	?	18%[59 µM]	?	-2%
21. O=C(c1ccccc1)N(Cc1ccc(F)cc1)Cc1nc2ccccc2c(=O)[nH]1
    87%	-5%	1%	-3%	-9%	-4%	21%[59 µM]	-10%	-5%
22. O=C1CCCC2CCCCN12 (configuration not stated)
    /	-2%[158 µM]	-1%[186 µM]	/	?	/	20%[186 µM]	/	3%[186 µM]
23. CCOC(=O)c1cn(Cc2ccc(C)cc2)c2cc(F)ccc2c1=O
    20%	-13%	20%	-13%	3%	-4%	10%	-8%	1%
24. Cc1ccc(NC(=O)C(Cc2ccccc2)N2C(=O)C3C4CCC(C4)C3C2=O)cc1Cl (configuration not stated)
    11%	-16%	12%	1%	0%	2%	0%[59 µM]	-10%	-11%
25. Cc1cccc(N(C)S(=O)(=O)c2nnc(NC(=O)C3CCCCC3)s2)c1
    5%	-24%	5%	386%[activator]	212%[activator]	20%	318%[activator][59 µM]	-13%	-6%
26. COc1ccc(NC(=O)CSc2nnc(NC(=O)C3CCC3)s2)c(OC)c1
    21%	-3%	20%	1%	-6%	26%	9%	-12%	-1%
27. Cc1nn(C)c(C)c1NC(=O)CCCSc1nc(-c2ccco2)cc(C(F)(F)F)n1
    7%	-3%	19%	6%	-9%	9%	-11%[59 µM]	-19%	2%
28. COc1ccccc1CNC(=O)CN(Cc1ccc(Cl)cc1)S(C)(=O)=O
    1%	-5%	3%	3%	-8%	79%[activator]	-6%	-16%	-5%
29. Cc1ccc(NC(=O)c2ccc(NC(=O)N3CCSc4ncccc43)cc2)c(Cl)c1
    4%	-13%	/	-11%	-2%	15%	-32%[59 µM]	-2%	-3%
30. COc1ccc2c(c1)c1c(c(=O)n(-c3ccccc3)c(=O)n1CC(=O)Nc1ccc(F)cc1)n2C
    76%	5%	/	-3%	-3%	12%	6%[59 µM]	1%	-2%

Record cards, from the list above. Screens in order: Pol beta inh | Pol kappa inh | APEX1 inh | BAZ2B block | Anesthetic bind | Pol iota inh | G9a block | POLH inh | BLM inh
Results for c1ccc(-n2ncc3c(NCCN4CCOCC4)ncnc32)cc1 = -1% | -13% | 7% | -1% | -7% | 8% | 10% | -2% | -8%
Results for COc1ccccc1CNC(=O)CN(Cc1ccc(Cl)cc1)S(C)(=O)=O = 1% | -5% | 3% | 3% | -8% | 79%[activator] | -6% | -16% | -5%
Results for COc1ccc(NC(=O)CSc2nnc(NC(=O)C3CCC3)s2)c(OC)c1 = 21% | -3% | 20% | 1% | -6% | 26% | 9% | -12% | -1%
Results for CC(C)NC(=O)Cn1c(=O)nc(-c2ccccc2)c2ccccc21 = 10% | -16%[60.1 µM] | / | 0% | 57%[activator] | 26% | 1%[59 µM] | -23% | -1%

Further compounds.
Order of results – Pol beta inh	Pol kappa inh	APEX1 inh	BAZ2B block	Anesthetic bind	Pol iota inh	G9a block	POLH inh	BLM inh
31. COc1cc(OC)cc(C(=O)NCc2ccc(-n3cccc3)cc2)c1
    3%	-4%	-3%	-1%	-3%	-24%	-2%	-17%	-3%
32. O=[N+]([O-])c1cc2oc3c(c2c(C=NCc2ccncc2)c1O)CCCC3
    18µM*	?	-9%	35µM*	?	?	?	?	?
33. CC(NC(=O)COC(=O)c1cc(=O)c2ccccc2o1)c1ccccc1 (configuration not stated)
    /	-2%	7%	/	/	80%[activator]	/	8%	/
34. O=C(Nc1cc(-c2nc3cc(Cl)ccc3o2)ccc1Cl)c1ccco1
    0%	0%	/	-10%	-2%	?	7%[59 µM]	-11%	-8%
35. COCCSc1ccccc1C(=O)Nc1ccc(S(=O)(=O)N2CCOCC2)cc1
    14%	14%	3%	-8%	-7%	-23%	/	-7%	-7%
36. CC(=O)Nc1ccc(NC(=O)C(Cc2ccccc2)NC(=O)C2CCC(C)CC2)cc1 (configuration not stated)
    -1%	0%	-1%	-3%	-1%	11%	-2%	0%	-3%
37. Cc1nc2ccc(S(=O)(=O)Nc3ccc(-c4nc5cccnc5s4)cc3)cc2s1
    1%	-18%	-12%	0%	5%	-13%	?	?	4%
38. COc1ccc(Cl)cc1-c1nc(SCC(=O)NCC2CCCO2)n[nH]1 (configuration not stated)
    /	-6%	-8%	11%	/	-2%	18%[12.7 µM]	5%	/
39. COc1ccc(C(=O)NCCS(=O)(=O)NC(C)c2ccccc2)cc1 (configuration not stated)
    /	-12%	31%	-4%	/	2%	5%[0.501 µM]	-8%	/
40. COCc1cc(C)nc2sc(C(=O)Nc3ccccc3OC)c(N)c12
    16%	-15%	4%	43%[activator]	70%[activator]	145%[activator]	131%[activator]	-13%	-16%
41. N#C/C(=C\c1ccc(-c2cccc([N+](=O)[O-])c2)o1)C(=O)Nc1nc(-c2cccs2)cs1
    8%	-6%	-7%	-12%	0%	?	-11%[59 µM]	-3%	-10%
42. COc1ccccc1CNc1ncncc1-c1ccccc1C(F)(F)F
    /	0%[60.1 µM]	-1%	/	/	/	2%[0.501 µM]	/	-2%
43. COC(=O)CCC(=O)OC1(C)C(=O)C2=COC(c3ccc(OC)cc3)=CC2=C(Br)C1=O (configuration not stated)
    22µM*	25µM*	?	45µM*	?	13µM*	?	10µM*	0%&-23%
44. CSc1cccc(NC(=O)CN2CCN(Cc3ccccc3C)S2(=O)=O)c1
    -1%	6%	/	-17%	-15%	0%	5%[59 µM]	-21%	-7%
45. Cc1occc1C(=O)NNC(=S)Nc1cccc([N+](=O)[O-])c1
    -18%	-2%	-4%	-3%	-6%	4%	11µM*	-7%	-6%
46. Cc1ccc(C)c(S(=O)(=O)NC2CCS(=O)(=O)C2)c1 (configuration not stated)
    /	-5%	12%	-5%	/	20%	2%[0.501 µM]	-20%	/
47. COC(=O)N/N=C/c1cc(Cl)c(OCc2ccc(F)cc2)c(OC)c1
    37%	-1%	0%	4%	-2%	17%	2%[59 µM]	2%	-5%
48. Cc1ccc(C2=N/C(=C\c3cccnc3)C(=O)O2)cc1
    -9%	-5%	3%	-7%	-2%	2%	11%[59 µM]	-10%	-1%
